Compound activity deposited in PubChem by Sanford-Burnham Center for Chemical Genomics.
HKDC1 inhibitor = HKDC1 (human) hexokinase inhibition. Q2TB90. recombinant HKDC1, G6PDH/diaphorase resazurin coupled fluorescence. inhibition, % at 20 µM. 0.16% of 340,000 active;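 active means inhibition above about 35% when tested at 20 µM, limit read from the data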;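 further: plate controls were DMSO wells with enzyme for no effect and DMSO wells lacking enzyme for full effect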
Target sequence (Q2TB90 whole entry, looked up): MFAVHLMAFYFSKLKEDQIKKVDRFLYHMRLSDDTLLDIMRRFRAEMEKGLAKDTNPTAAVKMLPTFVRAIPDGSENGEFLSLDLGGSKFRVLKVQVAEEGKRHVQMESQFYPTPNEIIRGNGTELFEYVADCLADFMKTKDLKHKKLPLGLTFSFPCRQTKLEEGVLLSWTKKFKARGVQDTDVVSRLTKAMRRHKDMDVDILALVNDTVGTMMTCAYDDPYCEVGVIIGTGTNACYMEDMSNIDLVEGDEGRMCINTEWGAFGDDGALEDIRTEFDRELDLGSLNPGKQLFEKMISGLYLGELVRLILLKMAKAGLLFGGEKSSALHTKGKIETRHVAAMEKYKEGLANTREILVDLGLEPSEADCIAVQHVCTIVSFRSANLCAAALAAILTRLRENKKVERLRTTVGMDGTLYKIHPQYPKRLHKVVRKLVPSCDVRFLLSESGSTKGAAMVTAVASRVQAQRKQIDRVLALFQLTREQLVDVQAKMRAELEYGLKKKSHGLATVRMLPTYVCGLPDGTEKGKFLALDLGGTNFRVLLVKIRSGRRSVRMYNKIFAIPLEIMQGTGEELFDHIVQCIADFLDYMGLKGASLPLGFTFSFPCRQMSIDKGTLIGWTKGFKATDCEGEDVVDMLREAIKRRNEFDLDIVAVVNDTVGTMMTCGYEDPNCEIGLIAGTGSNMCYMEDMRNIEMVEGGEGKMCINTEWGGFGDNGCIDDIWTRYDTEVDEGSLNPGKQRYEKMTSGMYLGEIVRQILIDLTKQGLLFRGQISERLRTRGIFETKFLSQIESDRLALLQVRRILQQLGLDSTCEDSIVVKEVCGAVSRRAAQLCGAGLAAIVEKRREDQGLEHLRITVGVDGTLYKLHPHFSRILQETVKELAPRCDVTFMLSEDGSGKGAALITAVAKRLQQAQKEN
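Material: recombinant HKDC1 hexokinase; Amount: HKDC1 at 5 µg/mL; Medium: Tris pH 8.0 buffer with MgCl2, Tween-20, BSA, BME; Schedule: 90 min reaction incubation at room temperature, dark; Technique: coupled resazurin fluorescence, excitation 525 nm, emission 613 nm.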
Gli-Sufu antag = antagonists of Gli-Sufu signaling. inhibition, % at 5 µM. Sufu-KO-LIGHT fibroblasts, Gli luciferase reporter luminescence. 0.74% of 340,000 active. AID 588413;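 active means inhibition above about 55%, limit read from the data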;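 further: 0% = DMSO-treated cells and 100% = wells with medium but no cells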
An asterisk follows results filed as active. A portion of the library; rates above refer to the full screens.

SMILES	HKDC1 inhibitor	Gli-Sufu antag
CN(CCOc1ccc(Cl)cc1)C(=O)c1cccc(S(=O)(=O)N2CCN(c3ccc(F)cc3)CC2)c1	0.0	70.1*
C[C@@H]1ON(C)[C@H]2C[C@H]3c4cc(-c5cccc(F)c5)ccc4CCN3C(=O)[C@@H]12	-9.9	-6.1
COc1ccc(NC(=O)C2CC3C=CC2C3)c([N+](=O)[O-])c1 (configuration not stated)	-2.0	-21.3
CC1NC(C)c2c(ccc3ccccc23)O1 (configuration not stated)	13.2	-9.9
O=C(/C=C/c1cccs1)Nc1scc(-c2ccccc2)c1C(=O)O	81.2*	-50.3
O=C(NC1CCCCC1c1ccccc1)c1ccccc1 (configuration not stated)	-2.4	9.4
Cc1cccc(N2C(=O)C=CC2=O)c1	-3.3	3.7
COc1ccc(CCc2ccc3cc(OC)ccc3n2)cc1	2.3	-15.2
CCN(CC(=O)Nc1ccc(NC(C)=O)cc1)C(=O)c1ccc(COc2ccc(C(C)(C)C)cc2)cc1	1.3	-1.4
CC(C)(C)CC(C)(C)N=C1Nc2cc(Cl)c(Cl)cc2NC12C[C@H]1CCC(=O)N3CC[C@@H](C2)[C@@H]13 (some centres not stated)	11.1	-3.0
O=C(O/C(=C/c1ccccc1)C(F)(F)F)c1ccccc1	-0.8	-1.9
Cc1ccc(NC(=O)c2ccc(S(=O)(=O)N(C)c3ccccc3)cc2)cc1S(=O)(=O)N1CCOCC1	0.7	5.1
CCCn1cnc2c(SCc3ccc(Cl)cc3)nc(N)nc21	1.7	-4.9
CCOC(=O)N1CC(C)N(CC(O)CN2CCOCC2)CC1C (configuration not stated)	4.7	3.7
Nc1c(Br)cc(Br)c2c1-c1ccc([N+](=O)[O-])cc1C2	2.9	-7.7
CC1CC2C3CCC4=CC(=O)CCC4(C)C3CCC2(C)C1(O)C(=O)CO (configuration not stated)	-1.7	-15.3
CCCCn1c(N)c(N(CCC(C)C)C(=O)COC(=O)Cc2ccc(Cl)cc2)c(=O)[nH]c1=O	-34.6	1.0
Cc1ccc(OCCC(=O)OCC(=O)Nc2ccc(C)c(S(=O)(=O)N3CCOCC3)c2)cc1	3.7	-9.8
COc1ccc2c(c1)CCc1cnoc1-2	6.3	1.9
COc1cc(/C=C2/C(=O)NN(c3ccc(Cl)c(Cl)c3)C2=O)cc([N+](=O)[O-])c1O	49.6*	0.8

At a glance, 2 of the compounds above.
SMILES	HKDC1 inhibitor	Gli-Sufu antag
O=C(O/C(=C/c1ccccc1)C(F)(F)F)c1ccccc1	-0.8	-1.9
Cc1ccc(NC(=O)c2ccc(S(=O)(=O)N(C)c3ccccc3)cc2)cc1S(=O)(=O)N1CCOCC1	0.7	5.1

Continuation.
SMILES	HKDC1 inhibitor	Gli-Sufu antag
O=C1C=CC(c2ccccc2)(c2ccccc2)CC1	-2.1	-1.4
COCCN(C(=O)COC(=O)/C=C/c1ccc(SC)cc1)c1c(N)n(Cc2ccccc2)c(=O)[nH]c1=O	-0.5	-10.8
COc1ccc(CCNc2ncnc3cc(OC)c(OC)cc23)cc1OC	-1.6	44.3
N#Cc1cc2ccccc2nc1SCC(=O)Nc1ccccc1N1CCOCC1	0.8	-16.8
CCCCN(C(=O)c1cccc(N2C(=O)c3ccccc3C2=O)c1)c1c(N)n(CCCC)c(=O)[nH]c1=O	-1.4	-24.0
COc1cc(C(=O)N2CCN(c3cccc(C(F)(F)F)c3)CC2)ccc1OCC(=O)N1CCOCC1	-4.2	11.7
Cc1ccc(-n2cccc2/C=C2/C(=N)N3C(=NC2=O)SN=C3S(C)(=O)=O)cc1Cl	0.8	-4.0
CCN(CC)c1ccc(/C=C2\CCC(/C=C(/C#N)C(=O)Nc3ccccc3F)=C2N2CCOCC2)cc1	17.8	15.7
Cc1cc(C)n2nc(/C(C#N)=C/c3ccccc3)c(C#N)c2n1	-0.2	7.2
O=C(c1ccccc1)N1CCSc2sccc2C1=O	-6.7	-43.7
CN(C)CCCN1C(=O)C(=O)/C(=C(/O)c2ccncc2)C1c1cccnc1 (configuration not stated)	-7.1	-0.9
C=CCN1C=C(C(C)=O)C(=O)CC1	-2.9	-0.6
CC(=O)N/C(=C\c1ccccc1)C(=O)NCC(=O)O	-1.9	14.9
O=C(O)c1cc(N2CCCCC2)ccn1	-2.1	16.1
COc1cc(C2C3=C(COC3=O)OC(C)(C)Oc3cc4c(cc32)OCO4)cc(OC)c1OC (configuration not stated)	3.0	45.0
CN(CCc1ccccc1)C(=O)c1ccc(NC(=O)Cc2ccc(NC(=O)C3CCN(C(=O)C4CCC4)CC3)cc2)cc1	-0.7	3.4
CCOC(=O)C1OC2(CCCC2)OC1C(=O)OCC (configuration not stated)	1.4	-5.1
CN(C)c1nc(Cl)nc2c1nc(Cl)n2C1CCCCO1 (configuration not stated)	-6.4	-7.3
O=C(CSc1nc2ccccc2o1)Nc1nc2c(s1)CCCC2	2.0	6.7
CC(CSc1n[nH]c(=S)s1)c1ccccc1 (configuration not stated)	-2.0	4.8
Cc1ccc(N=C2SC(C(=O)Nc3ccc(OC(F)(F)F)cc3)C(N)=C2C(=O)Nc2c(C)cc(C)cc2C)cc1 (configuration not stated)	3.6	-1.9
COc1cc2c(cc1OC)C(c1cc(OC)c(OC)c(OC)c1)C1(O)C(=O)OCC1(O)C2 (configuration not stated)	-6.1	7.8
O=C(Nc1ccc(C(=O)N2CCCCC2)cc1)C1CCC1	-3.2	5.3
COCCNC(=O)c1c[nH]c2ccc(S(=O)(=O)N3CCC4(CC3)OCCO4)cc2c1=O	1.5	-9.8
CC[C@H]1C(Nc2ccccc2)C[C@@H]2CCN3C(=O)CC[C@H]1[C@H]23 (some centres not stated)	-2.0	4.2
N#CC1=C(SCC(N)=O)NC(=O)CC1c1cccc2ccccc12 (configuration not stated)	7.4	27.5
CCCCN(C(=O)c1cccc(S(=O)(=O)N(CC)c2ccccc2)c1)c1c(N)n(CC(C)C)c(=O)[nH]c1=O	-7.2	7.3
O=C1CCN(c2ccccc2)N1	15.4	-21.3
CC1([N+](=O)[O-])COC(C=Cc2ccccc2)OC1 (configuration not stated)	-8.4	-2.3
COC(=O)C1=NN(C(=O)c2ccc(Br)cc2)C(O)(C(C)(C)C)C1 (configuration not stated)	-14.9	-7.8
O=C(CCCN1C(=O)c2ccccc2C1=O)Nc1c2c(nc3c1CCC3)CCC2	0.5	-4.3
CC1CCCCC1NC(=O)COC(=O)c1c2c(nc3ccccc13)/C(=C/c1ccco1)CC2 (configuration not stated)	3.0	2.0
C(=NN=C(NN=Cc1cccs1)NN=Cc1cccs1)c1cccs1	-5.7	-17.9
COc1cc(/C=C2\CCC(C)C3=C(c4cc(OC)c(OC)c(OC)c4)C(C#N)=C(N)OC32)cc(OC)c1OC (configuration not stated)	5.2	17.5
O=Cc1ccc(-c2cccs2)s1	-5.6	-15.2
COCCN(C(=O)CSc1nc2ccccc2s1)c1c(N)n(Cc2ccccc2)c(=O)[nH]c1=O	2.7	4.1
CC[C@H](C)[C@H]1CNC(=O)C(=O)N1CC1CCN(CCc2ccccc2)CC1	-5.2	-11.6
Cc1cc(C(=O)c2ccccc2)cc(C)c1O	-2.3	-2.1
CNC(=O)C1CC(=O)N(c2ccc(OCC(=O)Nc3ccccc3)cc2)C1 (configuration not stated)	2.5	26.5
N#C/C(=C/C1=C(N2CCOCC2)C(=C/c2ccc(Cl)cc2)/CC1)C(=O)Nc1ccccc1F	1.5	-2.7
CC1CN(c2ccc(Oc3ccccc3)cc2)c2nc3c(c(=O)[nH]c(=O)n3C)n2C1 (configuration not stated)	-5.0	-6.5
Cc1ccc2ccccc2c1CSc1nc(N)nc2c1ncn2CC(C)C	2.6	11.9
CC(C)OC(=O)CNc1n[nH]c(=S)[nH]c1=O	1.5	-8.6
O=S(=O)(c1cc(Cl)ccc1Cl)n1ccnc1	-4.2	40.6
Cc1nc2ccccc2nc1-c1ccc([N+](=O)[O-])cc1	5.7	-4.8
O=C(Nc1c(Cl)cc2c(c1Cl)Cc1cc([N+](=O)[O-])ccc1-2)C(Cl)Cl	-0.9	-20.5
COc1ccn(C2CCCCO2)c(=O)n1 (configuration not stated)	-4.0	5.4
Cc1cccc2c(=O)n3c(cc12)-c1[nH]c2ccccc2c1CC3	-1.5	-14.6
O=C(NCCc1ccccc1)c1ccc(NC(=O)C2CCCCC2)cc1	-7.0	-25.8
O=C1Nc2ccc(C(=O)O)c(O)c2C1=O	6.2	4.8
COc1cc(SC#N)ccc1N=Cc1c(C)[nH]n(-c2ccc(C)cc2)c1=O	-28.2	3.7
COc1cc(CN(C)C(=O)C(=O)c2c[nH]c3ccccc23)ccc1O	-2.6	-10.0
CN(CCc1ccccc1)C(=O)c1cccc(NC(=O)Cc2cccc(NC(=O)C3CCCN(C(=O)C4CCC4)C3)c2)c1 (configuration not stated)	-5.5	-3.9
CC(Oc1ccccc1Cl)C(=O)Nc1ccc(S(=O)(=O)N2CCOCC2)cc1 (configuration not stated)	4.3	12.1
COc1ccc(Nc2nc(OC)nc(N3CCN(c4ccc(OC)cc4)CC3)n2)cc1	3.3	17.8
C=C(CN(C)C)C(=O)c1cc(C)ccc1C	5.9	10.8
CC1(C)CC(=O)C(c2ccccc2)(c2ccccc2)C(=O)C1	-7.7	4.6
CCC(=O)NC(=S)Nc1ccc(NC(=S)NC(=O)c2ccccc2)cc1	-5.3	19.8
Nc1ncnc(Nc2ccccc2Oc2ccccc2)n1	-0.3	-2.5
CN(C(=O)c1ccc(NC(=O)Cc2ccc(NC(=O)C3CCN(C(=O)C4CCCC4)CC3)cc2)cc1)C1CCCC1	8.1	-6.9

Gathered by group, the compounds so far containing a cyano group (seven)
SMILES	HKDC1 inhibitor	Gli-Sufu antag
N#Cc1cc2ccccc2nc1SCC(=O)Nc1ccccc1N1CCOCC1	0.8	-16.8
CCN(CC)c1ccc(/C=C2\CCC(/C=C(/C#N)C(=O)Nc3ccccc3F)=C2N2CCOCC2)cc1	17.8	15.7
Cc1cc(C)n2nc(/C(C#N)=C/c3ccccc3)c(C#N)c2n1	-0.2	7.2
N#CC1=C(SCC(N)=O)NC(=O)CC1c1cccc2ccccc12 (configuration not stated)	7.4	27.5
COc1cc(/C=C2\CCC(C)C3=C(c4cc(OC)c(OC)c(OC)c4)C(C#N)=C(N)OC32)cc(OC)c1OC (configuration not stated)	5.2	17.5
N#C/C(=C/C1=C(N2CCOCC2)C(=C/c2ccc(Cl)cc2)/CC1)C(=O)Nc1ccccc1F	1.5	-2.7
COc1cc(SC#N)ccc1N=Cc1c(C)[nH]n(-c2ccc(C)cc2)c1=O	-28.2	3.7

More records:
SMILES	HKDC1 inhibitor	Gli-Sufu antag
COc1ccc(-c2coc3cc(OC(C)=O)ccc3c2=S)cc1	-20.8	-57.0
O=C(Oc1ccccc1)c1ccccc1C(=O)Oc1ccccc1	1.0	-2.5
CC(=O)Nc1ccc2cc3ccc(NC(C)=O)cc3nc2c1	42.5*	-15.1
CCN(CC)S(=O)(=O)c1ccc(N2CCOCC2)c(NC(=O)CSCc2c(C)noc2C)c1	-4.1	6.2
CC(=O)OCCNc1cc(Sc2nc3ccccc3[nH]2)c2nonc2c1[N+](=O)[O-]	11.5	-9.3
CCOC(=O)c1c(SCCN2CCCCC2)n(-c2ccccc2)c(=S)n(-c2ccccc2)c1=O	-4.4	4.5
COc1ccc(CN(C)C(=O)c2cccc(S(=O)(=O)N3CCCc4ccccc43)c2)c(OC)c1OC	3.4	15.2
CS(=O)(=O)c1ccc(Cl)c(NC(=O)COC(=O)CCN2C(=O)C3CC=CCC3C2=O)c1 (configuration not stated)	-7.9	0.7
COc1ccc2[nH]c(=O)c(CN(CC3CCCO3)C(=O)Nc3ccc(F)cc3)cc2c1 (configuration not stated)	-4.7	5.3
COc1ccc(CNCCCn2cnc(C(=O)Nc3ccc(C)c(C)c3)n2)cc1	-6.0	-2.0
Nc1c(O)ccc2c1C(=O)c1ccccc1C2=O	13.9	-8.6
COc1ccc(Cl)cc1CC=NNC(=O)c1cccc(C)c1O	-9.7	-7.3
Clc1ccc(-c2c(C3=NCCCN3)nnn2-c2ccc(Cl)cc2)cc1	0.3	13.1
COc1cc(SC)ccc1C(=O)OC(C)C(=O)NC1CCCC1 (configuration not stated)	-5.8	-0.7
CCn1c2ccc(C)cc2c2nc3cc(C(=O)O)ccc3nc21	16.7	-46.1
O=C(Nc1cc(Br)ccc1O)c1cc(-c2cccs2)on1	-1.7	-21.2
CC(c1ccccc1)N1C(=O)c2ccc(C(=O)NCc3ccco3)cc2C1=O (configuration not stated)	-1.2	3.4
CC(C)c1ccc(-n2c(-c3ccccc3)c[n+]3c2CCc2ccccc2-3)cc1	-8.1	85.3*
CCCCn1c(NS(=O)(=O)c2ccc(C)cc2)c(S(=O)(=O)c2ccccc2)c2nc3ccccc3nc21	1.1	10.5
C#CCN1C(=O)S/C(=C/C=C/c2ccc(N(C)C)cc2)C1=O	-5.7	-76.8
Cc1c(NS(=O)(=O)c2cccc(C(=O)OCC(=O)c3ccc(Cl)cc3)c2)c(=O)n(-c2ccccc2)n1C	1.9	8.8
O=C(c1ccccc1)N1CCN(C(=O)c2ccccc2)c2ccccc21	-3.3	-21.9
O=C(c1coc(=O)c(Br)c1)N1CCOCC1	6.4	28.5
O=S(=O)(c1ccc(S(=O)(=O)N2CCN(C3CCCCC3)CC2)cc1)N1CCCCCC1	-6.8	-2.5
COc1ccc2nc3cc(Cl)ccc3c(Nc3ccc(O)c(CN4CCN(C)CC4)c3)c2c1	6.8	15.8
Cc1cccc(NC(=O)c2cccc(S(=O)(=O)Nc3c(C)n(C)n(-c4ccccc4)c3=O)c2)c1	-0.3	-1.8
CC(=O)OCC(=O)C1(O)CCC2C3CC(C)C4=CC(=O)C=CC4(C)C3(F)C(O)CC21C (configuration not stated)	-6.2	15.8
O=C(Nc1ccccc1)P(=O)(O)c1ccccc1	-6.9	4.6
COc1ccc(-n2c(SCC(=O)Nc3nccs3)nnc2-c2ccc(Cl)cc2)cc1	2.1	11.8
Nc1nc(=O)n(C2CC(O)C(CO)O2)cc1F (configuration not stated)	-2.5	65.7*
